# MCL1 BIM primary – inhibitors of MCL1 binding to BIM-BH3, primary screen, biochemical, fluorescence polarization; AID 2057, 2009; GST-MCL1 / FITC-Bim-BH3 fluorescence polarization; inhibition, % at 10.9 µM; 0.68% of 320,000 active;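 active = inhibition above the mean inhibition of all tested compounds plus 3 SD, set per campaign, cut at about 40% in these data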;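 note: 0% = DMSO wells and 100% = unlabeled Bim-BH3 peptide control; higher means more loss of mP so more displacement of Bim peptide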
# Target sequence (Q07820 whole entry, looked up): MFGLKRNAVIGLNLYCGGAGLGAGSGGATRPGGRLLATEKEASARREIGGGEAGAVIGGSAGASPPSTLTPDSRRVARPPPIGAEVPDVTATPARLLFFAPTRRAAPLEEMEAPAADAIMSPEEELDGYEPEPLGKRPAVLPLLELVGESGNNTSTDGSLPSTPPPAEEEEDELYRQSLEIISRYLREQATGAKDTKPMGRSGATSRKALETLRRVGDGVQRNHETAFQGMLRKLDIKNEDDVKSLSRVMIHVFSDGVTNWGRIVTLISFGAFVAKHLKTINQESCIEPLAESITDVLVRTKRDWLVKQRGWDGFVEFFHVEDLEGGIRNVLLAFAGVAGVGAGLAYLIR
# Bcl-xL primary – inhibitors of human Bcl-xL, primary screen, biochemical, fluorescence polarization, HTS. Bcl-2-like protein 1 (Homo sapiens), Q07817. GST-Bcl-xL / FITC-Bim BH3 peptide fluorescence polarization. inhibition, % at 10.9 µM. 0.7% of 320,000 active;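 active = inhibition above the mean of all tested compounds plus 3 SD, cutoff set per campaign, cut at about 30% in these data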;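 note: 0% = DMSO wells and 100% = unlabeled Bim-BH3 peptide competitor; inhibitors lower millipolarization by displacing the labeled peptide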
# MEX-5 binding – MEX-5 zinc finger RNA-binding disruptors – biochemical, C. elegans, fluorescence polarization, MLPCN library, primary screen | Zinc finger protein mex-5 (Caenorhabditis elegans), Q9XUB2 | MEX-5/FITC-TCR2 RNA binding; hits give low values | activity score (negative = inhibition of binding), % at 10 µM | 0.38% of 300,000 active | AID 1832, 2009;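 active = inhibition past about -25% in most replicates, and total fluorescence under double the plate's negative control median, limit read from the data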;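 note: 0% = DMSO and -100% = 5 µM competing unlabeled TCR2 RNA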
# Target sequence (Q9XUB2 whole entry, looked up): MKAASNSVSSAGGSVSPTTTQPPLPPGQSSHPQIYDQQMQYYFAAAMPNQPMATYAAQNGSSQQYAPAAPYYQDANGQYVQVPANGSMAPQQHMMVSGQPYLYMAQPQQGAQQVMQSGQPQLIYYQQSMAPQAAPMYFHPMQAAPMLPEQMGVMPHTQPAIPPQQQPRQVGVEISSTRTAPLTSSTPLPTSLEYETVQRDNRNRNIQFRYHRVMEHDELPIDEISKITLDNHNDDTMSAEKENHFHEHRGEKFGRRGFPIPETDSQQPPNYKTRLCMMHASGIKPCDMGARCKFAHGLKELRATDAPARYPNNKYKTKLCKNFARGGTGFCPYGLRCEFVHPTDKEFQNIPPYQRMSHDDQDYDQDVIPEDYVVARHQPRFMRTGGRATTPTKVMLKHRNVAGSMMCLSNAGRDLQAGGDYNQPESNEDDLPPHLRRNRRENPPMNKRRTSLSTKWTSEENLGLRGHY
# CR mimetic SO – reduction of superoxide in aged yeast, primary screen, HTS | S. cerevisiae aged cells, superoxide DHE fluorescence; hits give low values | superoxide response (% of plate mean), % at 10 µM | 0.18% of 330,000 active;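 active = superoxide response under a set limit, about three screen SD below normal, cut at about 65% in these data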;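 note: yeast aged for seven days with compound at 30 °C before DHE staining; 100% = average MFI of all compound-treated wells on the plate with controls excluded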
# GLD-1 TGE inh – GLD-1/TGE RNA complex disruptors, primary screen, biochemical, fluorescence polarization | purified GLD-1 + fluorescein TGE RNA | 0.44% of 320,000 active | Female germline-specific tumor suppressor gld-1 (Caenorhabditis elegans), Q17339 | inhibition, % at 5.96 µM;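 active = percent inhibition above a per-plate cutoff, the plate mean of test compounds plus 3 SD, cut at about 30% in these data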;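 note: 0% = DMSO wells with GLD-1 and probe and 100% = wells lacking GLD-1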
# Efflux pump mplx – inhibitors of Candida efflux pumps in yeast, primary screen, S. cerevisiae, Nile Red, multiplex | S. cerevisiae Candida pump triplex | inhibition, % at 10 µM | 0.44% of 330,000 active | AID 485275, 2010;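 active = plate passing quality check with inhibition over a set limit, or well fluorescence over plate mean plus 4 SD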;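 note: Nile Red retained in pooled yeast measured as flow cytometry median fluorescence; 0% = buffer negative control and 100% = Enniatin B positive control; higher means more Nile Red kept so more efflux inhibition; some compounds called inactive have numbers as strong as hits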
# Fam108B counter – mouse Fam108B serine hydrolase inhibitors, primary screen, counter-screen for RBBP9 inhibitor project, biochemical, fluorescence polarization; inhibition, % at 9.51 µM; 0.33% of 300,000 active; AID 1947, 2009; recombinant Fam108B, FP-Rh probe fluorescence polarization;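 active = inhibition above the screen mean inhibition plus 3 SD, computed separately per campaign, cut at about 18% in these data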;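 note: inhibitors lower polarization as less probe binds the enzyme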
# EBNA-1 inhibitor – EBNA-1 DNA-binding inhibitors, primary screen, biochemical, fluorescence polarization; inhibition, % at 14.8 µM; 0.34% of 300,000 active; AID 1950, 2009; in the data active = inhibition above about 28%
# ZTA counter – ZTA (EBV) inhibition in EBNA-1 counter-screen | ZTA-DNA binding, fluorescence polarization | inhibition, % at 11 µM | 0.15% of 320,000 active | AID 2234; in the data active = inhibition above about 33%
# Target sequence (P03206 whole entry, looked up): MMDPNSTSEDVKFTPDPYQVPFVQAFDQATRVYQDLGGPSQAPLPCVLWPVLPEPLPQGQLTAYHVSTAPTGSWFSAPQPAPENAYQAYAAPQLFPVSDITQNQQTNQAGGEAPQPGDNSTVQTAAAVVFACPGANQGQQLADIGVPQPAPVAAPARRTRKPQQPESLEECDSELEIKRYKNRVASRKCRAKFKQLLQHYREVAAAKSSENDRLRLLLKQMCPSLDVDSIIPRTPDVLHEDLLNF
# Numbers without * were called inactive; . = no result given.
SMILES,MCL1 BIM primary,Bcl-xL primary,MEX-5 binding,CR mimetic SO,GLD-1 TGE inh,Efflux pump mplx,Fam108B counter,EBNA-1 inhibitor,ZTA counter
CCOC(=O)C1=NNC2(c3ccccc3)C(=O)N(c3cccc(Br)c3)C(=O)C12 (configuration not stated),-5,3,-0.7,111,3,-0.4,-4,1,-3
CC/C(O)=C(/C#N)c1nnc2n1CCCCC2,6,1,0.3,100,4,0.0,3,6,-13
Cc1ccc(OCCC(=O)Nc2ccc3c(c2)OCCCO3)cc1,-15,-13,.,86,0,-0.2,.,.,-13
COc1ccc2[nH]c(C(=O)N/N=C/c3ccc(OC)c(O)c3)cc2c1,9,3,-3.0,97,9,0.0,13,5,-8
COc1ccc2cc(C)c3nnc(SCc4cccnc4)n3c2c1,6,4,-0.5,96,-6,-0.1,3,-2,2
CC(C)(C)NS(=O)(=O)c1ccc(NC(=S)NC(=O)C2CCC2)cc1,3,4,0.1,95,-1,-0.2,2,10,4
CCC(O)c1cc2c(cc1NC(=O)c1cccs1)OCCO2 (configuration not stated),12,0,1.0,108,8,0.1,2,2,-34
COc1ccc(NC(=O)c2cc3c(=O)n(C)c4ccccc4c3n2C)cc1OC,5,9,-4.9,76,-2,0.1,5,6,-2
COc1ccc(NS(=O)(=O)c2cn(C)nc2C)cc1,-7,1,-1.3,104,3,0.0,-2,7,7
O=C(/C=C/c1ccc(Cl)cc1Cl)NCCSc1ccccc1,4,1,-0.7,104,1,0.5,-26,-6,5
COc1ccccc1N1CCN(C(=O)c2cc(-c3ccc(Cl)cc3)on2)CC1,-9,-3,1.0,73,8,0.1,-1,15,-6
COCCCNC(=S)Nc1cccc(S(=O)(=O)NC2=NCCC2)c1,4,-1,0.8,101,6,-0.1,3,3,-2
CCCC1=Nc2cc(C(=O)NCc3ccco3)ccc2Sc2ccccc21,-2,2,3.3,114,1,0.5,-2,-3,4
COc1ccc(OC)c(NC=C2C(=O)OC3(CCCCC3)OC2=O)c1,8,10,-4.2,116,-9,0.2,5,-6,6
CCOC(=O)C1(Cc2ccccc2C)CCCN(C(=O)CCC(=O)OC)C1 (configuration not stated),2,4,-0.6,111,4,-0.1,2,7,10

# Arranged by length of the SMILES (ascending): part of the list above.
SMILES,MCL1 BIM primary,Bcl-xL primary,MEX-5 binding,CR mimetic SO,GLD-1 TGE inh,Efflux pump mplx,Fam108B counter,EBNA-1 inhibitor,ZTA counter
CC/C(O)=C(/C#N)c1nnc2n1CCCCC2,6,1,0.3,100,4,0.0,3,6,-13
COc1ccc(NS(=O)(=O)c2cn(C)nc2C)cc1,-7,1,-1.3,104,3,0.0,-2,7,7
CCC(O)c1cc2c(cc1NC(=O)c1cccs1)OCCO2 (configuration not stated),12,0,1.0,108,8,0.1,2,2,-34
COc1ccc2cc(C)c3nnc(SCc4cccnc4)n3c2c1,6,4,-0.5,96,-6,-0.1,3,-2,2
Cc1ccc(OCCC(=O)Nc2ccc3c(c2)OCCCO3)cc1,-15,-13,.,86,0,-0.2,.,.,-13
COCCCNC(=S)Nc1cccc(S(=O)(=O)NC2=NCCC2)c1,4,-1,0.8,101,6,-0.1,3,3,-2
CCCC1=Nc2cc(C(=O)NCc3ccco3)ccc2Sc2ccccc21,-2,2,3.3,114,1,0.5,-2,-3,4
COc1ccc(OC)c(NC=C2C(=O)OC3(CCCCC3)OC2=O)c1,8,10,-4.2,116,-9,0.2,5,-6,6
CCOC(=O)C1(Cc2ccccc2C)CCCN(C(=O)CCC(=O)OC)C1 (configuration not stated),2,4,-0.6,111,4,-0.1,2,7,10
CC(C)(C)NS(=O)(=O)c1ccc(NC(=S)NC(=O)C2CCC2)cc1,3,4,0.1,95,-1,-0.2,2,10,4
COc1ccc(NC(=O)c2cc3c(=O)n(C)c4ccccc4c3n2C)cc1OC,5,9,-4.9,76,-2,0.1,5,6,-2
CCOC(=O)C1=NNC2(c3ccccc3)C(=O)N(c3cccc(Br)c3)C(=O)C12 (configuration not stated),-5,3,-0.7,111,3,-0.4,-4,1,-3

# The list continues.
SMILES,MCL1 BIM primary,Bcl-xL primary,MEX-5 binding,CR mimetic SO,GLD-1 TGE inh,Efflux pump mplx,Fam108B counter,EBNA-1 inhibitor,ZTA counter
Clc1ccc2nc(N3CCN(c4ccccc4)CC3)sc2c1,9,6,0.5,101,7,0.0,-3,12,6
COc1ccccc1C1/C(=C(/O)c2ccccc2)C(=O)C(=O)N1CCO (configuration not stated),-1,2,-2.5,93,-4,-0.1,3,1,3
COc1cc(C2C3=C(CC(C)(C)CC3=O)N(C)C(=O)N2C)cc(OC)c1OC (configuration not stated),0,-1,-0.6,88,5,-2.6,0,7,-1
O=C(Nc1ccc(Br)cc1Cl)c1cnccn1,-2,5,-5.2,104,4,0.4,-1,-5,2
CC(C)OC(=O)CSc1nc(-c2ccc(F)cc2)nc2ccc(F)cc12,2,-3,-1.5,89,-1,0.0,0,5,-18
OCC1(CCOc2ccccc2)CCN(Cc2nc3ccc(F)cc3[nH]2)CC1,-3,-4,-0.9,95,-4,-0.1,-2,6,7
CC(NC(=O)c1ccccc1NC(=O)c1ccccc1)C(=O)N1CCOCC1 (configuration not stated),-4,0,-1.2,116,0,0.0,2,3,6
Cc1cc2ncc(S(C)(=O)=O)c(N)n2n1,-2,1,0.3,113,5,0.1,-2,-1,14
Cc1cc(C)c(S(=O)(=O)N2CCN=C2c2ccccc2)c(C)c1,3,6,-0.8,92,-5,0.0,5,0,4
Fc1ccc(N2CCN(c3ccc4c(C(F)(F)F)cc(C(F)(F)F)nc4n3)CC2)cc1,5,5,1.2,105,-10,0.1,7,-7,-13
CSc1ccccc1NC(=O)CN(C)CC(=O)Nc1ccc(N2CCOCC2)cc1,5,1,1.6,96,-3,0.1,-1,-2,3
C=CCOc1c(Br)cc(CNn2nnnc2N)cc1OCC,5,6,2.8,107,8,0.4,-4,-11,20
CN1CCN(C(=O)c2ccccc2N(Cc2ccccc2)S(C)(=O)=O)CC1,7,11,0.2,98,12,0.0,-1,5,4
COc1ccc(CCn2ccc(O)c(Cc3ccc(Cl)cc3)c2=O)cc1OC,6,13,1.3,106,4,-0.1,2,4,7
CCCCN1C(=O)N(c2ccc(Cl)cc2)C(C)(O)CC1(C)C (configuration not stated),-3,4,1.3,103,-6,-0.1,0,1,-11
O=C(CCc1c[nH]c2ccccc12)NCc1ccncc1,-2,1,1.8,95,8,0.1,-2,-10,9
O=C(CC1SC(=Nc2ccccc2)N(Cc2ccccn2)C1=O)Nc1cccc(Cl)c1 (configuration not stated),7,6,-1.0,96,0,-0.1,-9,6,-3
CCN(CC)CCNC(=O)c1ccc2c(=O)n(CCc3ccccc3)c(=O)[nH]c2c1,1,-1,1.6,109,-5,0.1,0,1,8
COC(=O)c1ccc(Cn2cc(/C=C\[N+](=O)[O-])c3ccccc32)o1,-4,3,-0.1,109,8,0.2,12,-17,4
COC(=O)C(Cc1ccc(O)cc1)NC(=O)C(C)NC(=O)c1ccc(C(C)(C)C)cc1 (configuration not stated),6,5,0.7,97,8,0.3,0,-4,2
Cc1ccc(N2CC(C(=O)N3CCC4(CC3)CC(=O)c3ccccc3O4)CC2=O)cc1 (configuration not stated),2,9,-1.0,98,1,0.0,6,-8,-8
O=C(COCc1cc(-c2cccs2)on1)NC1CCCCC1,5,7,0.4,89,2,0.0,1,0,20
COCCn1c(SCC(=O)Nc2ccc3c(c2)OCCO3)nc2c(c1=O)SC(C)C2 (configuration not stated),7,3,.,134,-3,0.1,2,0,3
CC(O)CCC(=O)NNC1CC(=O)N(c2ccccc2)C1=O (configuration not stated),-4,3,-1.7,113,-3,-0.1,-1,7,5
CCCNC(=O)c1onc(CS(=O)(=O)c2cccc(OC)c2)c1C(=O)NCCC,-2,3,1.5,102,4,0.0,3,6,8
CC(Nc1[nH]c(=O)n(C)c(=O)c1N=O)c1ccccc1 (configuration not stated),-6,6,-0.4,97,-3,-0.2,-3,8,6
CCOc1ccccc1NC(=O)CSc1nnc(CCC(=O)Nc2ccccc2F)n1C,1,0,1.6,97,1,-0.1,4,4,6
O=C1Nc2c(c(=O)[nH]c(=O)n2-c2ccccc2)C(C(F)(F)F)(C(F)(F)F)N1,0,3,0.0,90,2,-0.1,-4,-5,-1
NC(=S)N/N=C/c1ccc(-c2cccc([N+](=O)[O-])c2)o1,12,6,1.7,108,-1,0.1,1,-7,8
CCC(CC)C(=O)N(CCc1ccc(OC)cc1)Cc1nc2ccccc2c(=O)[nH]1,7,4,-0.5,102,5,0.0,1,5,-9
CSc1ccc(CN(C)C(=O)c2cc(=O)[nH]c3ccccc23)cc1,-5,2,1.0,88,5,-0.2,4,6,-7
Cc1ccc(C)c(NC(=O)CN(C)C(=O)CSC(C)C(=O)Nc2cc(C)on2)c1 (configuration not stated),3,0,2.6,84,2,0.9,-1,-15,-19
COc1cccc(CNC(=O)COC(=O)c2cc([N+](=O)[O-])ccc2N2CCCC2)c1,29,6,.,85,-1,0.0,.,.,-9
O=C(NC(=S)Nc1ccccc1)c1ccc(-c2ccccc2)cc1,0,-3,-6.9,94,3,0.1,-3,22,14
O=S(=O)(c1ccc(Br)cc1)N1CCCC1,-8,1,-1.0,94,1,0.0,0,10,9
CCN(CC)S(=O)(=O)c1ccc(NC(=O)CSc2nnc(-c3cccc(OC)c3)n2C)cc1,-3,-7,1.4,102,2,0.0,-5,-5,-5
Cc1c(C(=O)N2CCN(c3ccccn3)CC2)sc2ncnc(N3CCN(c4ccccc4)CC3)c12,4,4,0.6,118,7,0.3,-2,-25,-2
O=C(CCNS(=O)(=O)/C=C/c1ccccc1)NCCc1c[nH]c2ccccc12,-2,6,1.5,97,2,0.0,5,-5,-12
CCCCn1c(O)c(N=NC(=O)c2ccccc2NS(=O)(=O)c2cccs2)c2ccccc21,16,5,-0.3,98,5,-0.1,4,5,16
O=C(NCC(=O)N(CCN1CCOCC1)C(C(=O)NC1CCCC1)c1cccnc1)c1cccs1 (configuration not stated),1,2,-0.4,99,-2,-1.5,0,-11,3
O=C(Cc1ccc(Cl)cc1)NCC(=O)N1CCCC1,9,5,1.6,123,0,-0.1,-1,-10,-18
Cc1c(NC(=S)N/N=C/c2cccc(O)c2)c(=O)n(-c2ccccc2)n1C,-4,-2,-4.2,86,1,-0.2,0,-2,-5
Cc1ccc(S(=O)(=O)N2CCCC(C(=O)NC3CC3)C2)cc1 (configuration not stated),3,1,1.4,94,-5,0.1,0,-14,-12
COc1ccc(/C=C/C(=O)NC(=S)N2CCCCC2)cc1OC,0,4,1.8,102,-1,0.0,-1,1,-10
Cc1cc(C)n(C(C[N+](=O)[O-])c2ccc(Cl)cc2)n1 (configuration not stated),9,6,-1.4,93,-4,-0.1,-2,8,15
CCn1c2ccccc2c2cc(CNCCCN3CCOCC3)ccc21,-3,0,1.8,106,13,-0.1,-7,-6,-14
